TbREL1 primary: TbREL1 inhibition, primary screen; TbREL1 RNA ligation, FRET fluorescence; inhibition, % at 9.66 µM; 0.49% of 89,000 active; AID 1117264;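 active = inhibition above the mean inhibition across all screened compounds plus 3 SD, cut at about 11% in these data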;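 also: 0% = plate median of test wells and 100% = NSC42067 control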
Target sequence (P86926 whole entry, looked up): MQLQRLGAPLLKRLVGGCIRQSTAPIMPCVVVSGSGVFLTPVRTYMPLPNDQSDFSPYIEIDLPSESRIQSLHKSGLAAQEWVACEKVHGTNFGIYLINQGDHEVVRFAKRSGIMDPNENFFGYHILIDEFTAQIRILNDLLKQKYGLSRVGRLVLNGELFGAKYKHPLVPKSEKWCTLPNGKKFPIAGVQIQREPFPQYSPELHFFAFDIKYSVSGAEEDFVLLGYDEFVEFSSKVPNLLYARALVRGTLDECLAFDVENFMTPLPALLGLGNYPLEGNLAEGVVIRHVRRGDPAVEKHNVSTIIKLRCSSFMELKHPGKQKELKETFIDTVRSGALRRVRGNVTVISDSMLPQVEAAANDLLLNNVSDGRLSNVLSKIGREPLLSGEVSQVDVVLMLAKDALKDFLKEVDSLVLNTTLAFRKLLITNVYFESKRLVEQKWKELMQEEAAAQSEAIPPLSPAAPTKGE
* marks the source's active call; other numbers are inactive results. Only part of the results is shown (hit frequency here may not be typical).

SMILES	TbREL1 primary
CC(=O)Nc1ccc(NC(=O)COC(=O)c2ccc(S(=O)(=O)N(C)c3ccccc3)cc2)cc1	-2
Cc1nn(-c2ccccc2)c(N)c1C(O)(CC(=O)C(F)(F)F)C(F)(F)F (stereo not drawn)	6
O=C(O)CCn1c(-c2ccccc2)cc2ccccc21	-3
CCCCCCCOc1ccc(-c2ccc(C#N)cn2)cc1	3
CCn1c(=O)c(CCC(=O)NCC2CCCO2)c(C)c2c(C)nn(-c3ccccc3)c21 (stereo not drawn)	-2
Cc1ccc(CCNC(=O)C2CCN(S(=O)(=O)c3cccc4nsnc34)CC2)cc1	0
Cc1nnc(NC(=O)CSc2nc(N)c(NC(=O)c3cccs3)c(=O)[nH]2)s1	0
CCN(CC)C(=O)C1CCCN(c2ccc([N+](=O)[O-])cc2/C=N/NC(=O)c2cccc([N+](=O)[O-])c2)C1 (stereo not drawn)	-1
Cc1ccc(-n2nc(C(=O)O)c3ccccc3c2=O)cc1C	7
COc1ccc(C2Nc3ccccc3C(=O)N2Cc2cccs2)cc1COc1c(C)cccc1C (stereo not drawn)	3
CCc1ccc(N(C(=O)c2ccco2)C(C(=O)NC2CCCC2)c2ccco2)cc1 (stereo not drawn)	-2
COc1ccc(CC(=O)Nc2cccc(C(C)=O)c2)cc1S(=O)(=O)N1CCOCC1	0
CCn1c(C)c(C)c2cc(C(=O)NCCCN3CCCCC3)ccc21	-4
CC(C)(C)N(Cc1ccccc1)C(=O)COC(=O)/C=C/c1ccc2c(c1)OCO2	1
CCc1ccc(-n2c(O)cnc2Nc2nc(C)cc(C)n2)cc1	8
CCOC(=O)N1CCN(C(=O)Cc2ccsc2)CC1	-2
S=C1NCN(C2CCCCC2)CN1c1ccccc1	-1
COc1ccccc1OCC#CCn1ccnc1	9
c1ccc(CCc2nn3c(C4COc5ccccc5O4)nnc3s2)cc1 (stereo not drawn)	-4
CCCC(C)NC(=O)CN(Cc1ccco1)S(=O)(=O)c1ccccc1 (stereo not drawn)	-1

Given in markdown: 4 of the compounds above.
| compound | TbREL1 primary |
| --- | --- |
| CCc1ccc(N(C(=O)c2ccco2)C(C(=O)NC2CCCC2)c2ccco2)cc1 (stereo not drawn) | -2 |
| COc1ccc(CC(=O)Nc2cccc(C(C)=O)c2)cc1S(=O)(=O)N1CCOCC1 | 0 |
| CCn1c(C)c(C)c2cc(C(=O)NCCCN3CCCCC3)ccc21 | -4 |
| CC(C)(C)N(Cc1ccccc1)C(=O)COC(=O)/C=C/c1ccc2c(c1)OCO2 | 1 |

3 of the entries above in order of their number in TbREL1 primary, highest first.
SMILES | TbREL1 primary
S=C1NCN(C2CCCCC2)CN1c1ccccc1 | -1
CC(=O)Nc1ccc(NC(=O)COC(=O)c2ccc(S(=O)(=O)N(C)c3ccccc3)cc2)cc1 | -2
CCn1c(C)c(C)c2cc(C(=O)NCCCN3CCCCC3)ccc21 | -4

Further entries
SMILES	TbREL1 primary
CC(NC(=O)Cc1c(F)cccc1Cl)C1CCCO1 (stereo not drawn)	0
Clc1ccc(-n2c(SCc3cccc4ccccc34)nnc2-c2ccco2)cc1	0
COc1cc(SC)ccc1C(=O)Nc1ccc2c(c1)OCO2	3
COc1ccc(-c2noc(CCC(=O)NC3CCCCC3)n2)cc1	-3
COc1cccc(N2CCN(C(=O)c3cccc(NC4=NC5CS(=O)(=O)CC5S4)c3)CC2)c1 (stereo not drawn)	-1
CC(C)(C)OC(=O)N1CCC(CC2CC(c3ccccc3)=NO2)(C(=O)NCc2ccccc2)CC1 (stereo not drawn)	-2
O=C(Cn1cnc2ccccc21)c1ccc(Br)cc1	-2
CCOc1cc(C(=S)N2CCCCC2)ccc1OS(=O)(=O)c1ccc(Cl)cc1	2
Cc1cccc2c1NC(C)CC2C (stereo not drawn)	0
CCN(C[C@H]1N[C@@](Cc2ccccc2)(C(=O)OC)[C@H]2C(=O)N(Cc3ccccc3)C(=O)[C@@H]12)C(=O)Nc1ccc(F)cc1	6
CCCN1C(=O)c2cc(C(=O)Nc3ccccc3CC)ccc2C1O (stereo not drawn)	-2
CCCn1c(SCC(=O)c2ccc(OC)c(OC)c2)nc2c1c(=O)n(C)c(=O)n2C	-1
N#CCCn1cc(/C=N/NC(N)=S)c(-c2ccc(Br)cc2)n1	-5
CCC1=NN(C(=O)c2ccc(C)cc2)C(O)(c2ccc(Br)cc2)C1 (stereo not drawn)	0
Cc1c(-c2ccc(Br)cc2)[n+](=O)c2c(n1[O-])CCCCC2	0
CC(C)CC1C(=O)N(Cc2cn(CCC3OCCO3)nn2)CCS(=O)(=O)N1Cc1ccc(-c2ccc(Cl)c(Cl)c2)cc1 (stereo not drawn)	-1
CC(=O)c1ccc(NC(=O)CN2CCC(C(=O)c3ccc4c(c3)OCCO4)CC2)cc1	0
Cn1c(SCC(=O)N2CCOCC2)nc2sc3c(c2c1=O)CCCC3	-1
COc1ccc(CC(=O)Nc2ccccc2N2CCOCC2)cc1OC	-1
Cc1cccc2sc(NC(=O)[C@@H]3CCCN3C(=O)c3cccs3)nc12	-1

3 of the compounds above, comma-delimited.
Compound,TbREL1 primary
COc1cccc(N2CCN(C(=O)c3cccc(NC4=NC5CS(=O)(=O)CC5S4)c3)CC2)c1 (stereo not drawn),-1
CC(C)(C)OC(=O)N1CCC(CC2CC(c3ccccc3)=NO2)(C(=O)NCc2ccccc2)CC1 (stereo not drawn),-2
O=C(Cn1cnc2ccccc21)c1ccc(Br)cc1,-2

(further entries)
SMILES	TbREL1 primary
COc1cccc(NC(=O)CSc2c3c(nc4ccccc24)CCCC3)c1	2
O=C(NCc1ccco1)C12CC3CC(CC(C3)C1)C2	1
Cc1ccc(NC(=O)COc2coc(CN3CCc4ccccc43)cc2=O)c(C)c1	-4
CCCn1c(N)c(N(CCOC)C(=O)C2CCCC2)c(=O)[nH]c1=O	0
Cc1ccc(NS(=O)(=O)c2ccc(C)c(C(=O)N3CCN(C)CC3)c2)cc1	-1
O=C(NNC(=O)c1cc2ccccc2oc1=O)c1ccccc1	5
CC(C)CNC(=O)OCc1cn(Cc2c(F)cccc2F)nn1	1
C#CCOCCOCCOCCNc1nc(N2CCN(C(=O)[C@H](C)n3cc(CCC(=O)O)nn3)CC2)nc(N2CCN(C(=O)[C@H](CCCCN)n3cc(CCCC)nn3)CC2)n1	6
O=C(Cc1ccccc1[N+](=O)[O-])N1CCOCC1	0
CC(Nc1cc(N2CCNCC2)ccc1[N+](=O)[O-])c1ccccc1 (stereo not drawn)	4
COc1ccc(NC(=O)CCC(=O)N/N=C/c2cccnc2)cc1	4
COc1ccc(NC(=O)CN(C)CC(=O)NCCc2ccc(F)cc2)cc1	7
CCCC(=O)Nc1ccc(Cl)c(NC(=O)c2ccc(Br)o2)c1	-1
COc1cc(C(=O)NCC2CCCO2)ccc1OCc1ccccc1 (stereo not drawn)	-3
COc1ccc(NS(=O)(=O)c2cccc(C(=O)NCC(c3ccco3)N3CCCC3)c2)cc1 (stereo not drawn)	4
O=C(NCC(=O)N(c1cccnc1)C(C(=O)NC1CCCCC1)c1cccnc1)c1ccco1 (stereo not drawn)	-2
Cc1cc(NC(=O)CCC(=O)N(c2cccc(F)c2)C(C(=O)NC2CCCC2)c2ccncc2)no1 (stereo not drawn)	-2
CCOc1ccc(CC(=O)N/N=C(\C)c2cccnc2)cc1	1
COC(C[C@H]1O[C@@H]1[C@H](O)[C@H](C)OCc1ccccc1)OC	3
C[C@@H](NC(=O)Cn1ccc(N)nc1=O)c1cccc2ccccc12	6

Individual results from above:
Cc1cc(NC(=O)CCC(=O)N(c2cccc(F)c2)C(C(=O)NC2CCCC2)c2ccncc2)no1 (stereo not drawn) in TbREL1 primary reads -2
COc1ccc(NS(=O)(=O)c2cccc(C(=O)NCC(c3ccco3)N3CCCC3)c2)cc1 (stereo not drawn) in TbREL1 primary reads 4
COc1cc(C(=O)NCC2CCCO2)ccc1OCc1ccccc1 (stereo not drawn) in TbREL1 primary reads -3

(list continues)
SMILES	TbREL1 primary
Cc1cc2c(c(SCC(=O)N(C)c3ccccc3)n1)C(=O)OC2	2
CN1CCN(S(=O)(=O)c2cccc(C(=O)Nc3nccs3)c2)CC1	0
COc1ccccc1N(CC(=O)NCCN1CCOCC1)S(=O)(=O)c1ccccc1	2
COc1cccc(CNC(=O)c2ccc(OC)c(S(=O)(=O)NC3CCCC3)c2)c1	-1
O=C(Cc1ccc(-n2c(=O)[nH]c3ccccc3c2=O)cc1)N1CCN(c2cccc(Cl)c2)CC1	-4
CCCCNC(=O)Cn1c(=O)oc2cc(S(=O)(=O)N3CC(C)CC(C)C3)ccc21 (stereo not drawn)	-7
CN1CCCC1(C)C(=O)Nc1ccc(-n2cccc2)cc1 (stereo not drawn)	-5
Cc1ccccc1CNC1CCCCC1	-2
COc1nnc(-c2ccc(C)c(S(=O)(=O)NCC3CCCO3)c2)c2ccccc12 (stereo not drawn)	-2
O=C(Cc1cccc(NC(=O)C2CCCN(C(=O)C3CCCC3)C2)c1)Nc1ccc(C(=O)N2CCCCC2)cc1 (stereo not drawn)	4
CCOCCCNC(=O)CCNC(=O)c1cc(OC)c(OC)c(OC)c1	0
O=C(O)C1C2C=CC(C2)C1C(=O)NCc1cccnc1 (stereo not drawn)	2
O=C(CCCNC(=O)c1ccc(Cl)cc1)OCc1cccc(Br)c1	-3
Cc1cc(=O)oc2c3c4c(cc12)OCCN4CCC3	-3
Clc1ccc(CN=C2Nc3ccccc3CS2)cc1	6
CCn1c(=O)c(C(=O)NNC(=O)c2cccc(Cl)c2)c(O)c2ccccc21	1
CC(OC(=O)Cc1n[nH]c(=O)c2ccccc12)C(=O)N(C)c1ccccc1 (stereo not drawn)	-1
Cc1ccc(Oc2nc(CN3CCOCC3)nc3sc4c(c23)CCC(C)C4)cc1 (stereo not drawn)	1
Nc1ccccc1C#Cc1ccc2[nH]ccc2c1	0
Cn1c(N)c(C(=O)NCc2ccccc2)sc1=S	-1
CCN(c1ccc(C)cc1C)S(=O)(=O)c1nnc(NC(=O)c2ccco2)s1	-1
CN1CCN(S(=O)(=O)c2cccc(C(=O)Nc3sc4c(c3C(N)=O)CCCC4)c2)CC1	-4
C=CCc1c(C)nc(-c2ccccc2)nc1Nc1ccc(O)cc1	0
CC12CCCc3c(O)cc(=O)n(c31)-c1ccccc12 (stereo not drawn)	-1
O=C(NCc1cccnc1)C(=O)NCC1OCCN1S(=O)(=O)c1cc(F)ccc1F (stereo not drawn)	-2
COC(=O)Cn1c(-c2ccc(OC)cc2)c(-c2ccc(OC)cc2)nnc1=O	2
O=C1NC(c2ccc(Br)cc2)=N/C1=C/c1ccco1	0
CC(OC(=O)c1ccc(F)cc1)C(=O)Nc1nc(-c2cccc([N+](=O)[O-])c2)cs1 (stereo not drawn)	3
O=C1CC(c2ccccc2)CC(=O)C1Sc1ccc(Cl)cc1 (stereo not drawn)	-2
CCOC(=O)N1CCN(C(=O)CCN2C(=O)/C(=C\c3cccc(OC)c3)SC2=S)CC1	-1
Cc1cc(C)c(C(=O)c2ccc(C(=O)NC(C)(C)C)cc2)c(C)c1	1
COc1ccc(/C=N/NC(=O)c2[nH]c3ccc(Br)cc3c2-c2ccccc2)c(C(=O)O)c1OC	-2
CCc1ccc(C(=O)/C=C2\Sc3ccccc3NC2=O)cc1	-4
C=CCn1c(SCc2n[nH]c(=S)n2-c2ccccc2)nnc1-c1ccccc1	-11
O=C(NCc1ccccc1)C1CCN(C(=O)NCc2ccccc2)CC1	0
O=C(COC(=O)c1cc(=O)[nH]c2ccccc12)Nc1cccc(S(=O)(=O)N2CCOCC2)c1	-4
CCC(=O)N1CCc2cc(S(=O)(=O)CCC(=O)NCCc3ccc(OC)c(OC)c3)ccc21	4
NC(=O)c1ccc(O)c2ncccc12	2
COc1ccc(Cl)cc1NC(=O)c1cc(C2CC2)on1	0
CC(=O)N1c2ccc(S(=O)(=O)N3CCC(C(=O)NCc4ccc(Cl)cc4)CC3)cc2CC1C (stereo not drawn)	-2
CCOC(=O)C(C)Sc1nc2c(cnn2-c2ccc(C)cc2)c(=O)[nH]1 (stereo not drawn)	5
CCN(CC)S(=O)(=O)c1ccc2c(c1)oc(=O)n2CC(=O)NC1CCCCC1	6
CCCOc1ccc(C(=O)NC(=S)N2CCN(c3ncc4c(=O)c(C(=O)O)cn(CC)c4n3)CC2)cc1	-1
Cc1cccc(N(C)S(=O)(=O)c2cc3c(cc2C)n(C)c(=O)c(=O)n3C)c1	0
CNC(=O)c1c(C)nc(SCC(=O)NCc2ccc(OC)cc2)c(C#N)c1-c1ccco1	0
CC(=O)c1ccc(NC(=O)NNS(=O)(=O)c2ccc([N+](=O)[O-])cc2)cc1	5
COc1cccc(NC(=O)c2cc(-c3ccco3)nc3ccccc23)c1	5
Cc1cc([N+](=O)[O-])nn1CCCC(=O)Nc1sc2c(c1C(N)=O)CCCC2	-1
C=CCn1c(SCCOc2ccccc2)nnc1C(C)NC(=O)c1ccccc1 (stereo not drawn)	-1
O=C(NCc1ccc(F)cc1)c1ccc(CS(=O)(=O)c2ccc(Br)cc2)o1	2
O=C(Nc1ncc(S(=O)(=O)c2ccc([N+](=O)[O-])cc2)s1)c1ccc2ccccc2c1	0
COc1ccc(CC(=O)Nc2cccnc2)cc1	1
Cc1nn(C)c(C)c1S(=O)(=O)N(CC(=O)N1CCc2ccccc2C1)c1ccc(C(C)C)cc1	-2
O=C(Nc1nnc(C2=COCCO2)o1)c1ccc(Cc2ccccc2)cc1	-1
COc1ccc(C(CNS(=O)(=O)c2ccccc2)N2CCN(C)CC2)cc1 (stereo not drawn)	6
COCCNCC(=O)NCC12CC3CC(CC(C3)C1)C2	-1
COc1ccc(C(CNC(=O)c2ccc(S(=O)(=O)N(C)C)cc2)N(C)C)cc1 (stereo not drawn)	-4
CC(C)COC(=O)NC1c2ccccc2Oc2ccccc21	2
